Screens from PubChem.
HT1080 IDH1KD tx: toxicity to HT-1080 IDH1 knockdown cells (counter line); actives 2% (n = 360,000); Potency, µM (highest dose often 46.1 µM), for inactives: at the highest dose activity, negative = toxicity, actives largely listed as cytotoxic; HT-1080 IDH1 knockdown viability, ATP luminescence, 48 h; AID 686971;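 further: potency means the concentration at half of the fitted maximal effect; 0% = DMSO wells and -100% = cell-free medium wells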
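Viability of IDH1-knockdown HT-1080 fibrosarcoma cells was assessed by CellTiter-Glo after 48 h at 37 °C with titrated compound; concentration-effect curves were classified by fit quality and response size.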
HT1080NT lethal: kills 2HG-producing HT-1080-NT fibrosarcoma cells; actives 1.6% (n = 360,000); Potency, µM (doses to about 46.1 µM), without a hit: at the highest dose activity, negative = less viability, most hits filed as cytotoxic; HT-1080-NT fibrosarcoma viability, CellTiter-Glo ATP luminescence, 48 h;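 further: NT is the 2HG producing partner of a matched IDH1 knockdown line; potency means the concentration at half of the fitted maximal effect; 0% = DMSO-treated cells and -100% = media-only wells without cells; nearly all actives have a fitted effect of over 55% in size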
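Viability of the 2HG-overproducing fibrosarcoma line after 48 hours of compound exposure at 37 degrees C was determined by luminescence with CellTiter-Glo, and concentration-effect curves were then fitted and categorized.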
IL1B secr inh: inflammasome signaling inhibition, IL-1 beta readout | THP-1 LPS/ATP IL-1B secretion, AlphaLISA, 16 h; stronger effect = lower value | AID 743279 | activity change, % at 57.5 µM | actives 4.7% (n = 360,000); in the data active means activity change below about -50%; inconclusive means mostly about -30% to -49%; further: on the % scale 0 is the no-effect control and ±100 the full control effect
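THP-1 cells pretreated 1 hr with compounds (up to 57.5 uM final), then stimulated with LPS (250 ng/mL final) plus ATP (1.25 mM final); secreted IL-1B measured by AlphaLISA after 16 hr, decreased signal indicating inhibition.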
GLP-1R agonist: agonists of human GLP-1 receptor; HEK293 GLP-1R CRE-luciferase, luminescence, 4-6 h; cells express a hypersensitive GLP-1R form; Potency, µM (titrated, usually from 45.6 µM), for the others: at the top dose activation, actives largely listed as activators; actives 0.007% (n = 380,000); further: potency means the concentration at half of the fitted maximal effect; % of control where 0% means no effect
Target sequence (P43220 whole entry, looked up): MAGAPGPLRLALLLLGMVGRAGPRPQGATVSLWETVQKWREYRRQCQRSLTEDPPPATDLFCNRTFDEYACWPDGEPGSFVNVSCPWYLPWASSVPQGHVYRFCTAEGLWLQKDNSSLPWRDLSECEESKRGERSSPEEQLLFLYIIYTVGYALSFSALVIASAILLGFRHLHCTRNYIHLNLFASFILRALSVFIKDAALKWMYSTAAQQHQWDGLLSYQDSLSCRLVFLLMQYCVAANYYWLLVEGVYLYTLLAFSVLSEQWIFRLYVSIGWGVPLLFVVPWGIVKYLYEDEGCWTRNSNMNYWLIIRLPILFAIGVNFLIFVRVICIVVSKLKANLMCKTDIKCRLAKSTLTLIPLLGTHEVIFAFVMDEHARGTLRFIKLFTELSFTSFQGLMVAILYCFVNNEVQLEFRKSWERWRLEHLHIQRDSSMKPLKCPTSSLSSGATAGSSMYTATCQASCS
DRD3 agonist: D3 dopamine receptor (human) agonism. P35462. D3R DiscoveRx beta-arrestin cells, luminescence, 90 min. max activation, %. actives 0.58% (n = 410,000). AID 652048; in the data active means max activation above about 30%; further: 0% is about no effect; mostly tested at two doses, the higher about 12 µM
Target sequence (P35462 whole entry, looked up): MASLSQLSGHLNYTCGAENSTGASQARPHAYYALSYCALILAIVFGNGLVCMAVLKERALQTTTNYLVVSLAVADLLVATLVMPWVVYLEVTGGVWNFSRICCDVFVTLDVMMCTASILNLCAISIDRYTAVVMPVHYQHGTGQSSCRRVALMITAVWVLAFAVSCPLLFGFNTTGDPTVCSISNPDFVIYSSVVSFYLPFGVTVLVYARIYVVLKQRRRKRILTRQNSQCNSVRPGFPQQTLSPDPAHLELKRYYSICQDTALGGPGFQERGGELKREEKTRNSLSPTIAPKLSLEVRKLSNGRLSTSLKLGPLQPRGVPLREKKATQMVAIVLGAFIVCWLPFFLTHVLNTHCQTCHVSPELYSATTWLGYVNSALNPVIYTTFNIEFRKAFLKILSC
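Agonist-mode cell screen: cells plated at 1500/well and incubated overnight at 37 °C, then exposed to library compounds for 90 min at 37 °C. Detection reagent was added for 30–60 min at room temperature, and luminescence was read.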
D3 antag: D3 dopamine receptor (human) antagonism. P35462. D3R cells, DiscoveRx beta-arrestin luminescence, antagonist mode; stronger effect = lower value. max response, negative = inhibition, %. actives 2.5% (n = 360,000); in the data active means max response below about -50%; inconclusive means no clear call, values can overlap the other calls; further: on the % scale 0 is the no-effect control and ±100 the full control effect; mostly tested at two doses, the higher about 12 µM
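Cells plated overnight at 1500 cells/well, then exposed to library compounds with dopamine controls for 90 minutes at 37 degrees C. DiscoveRx reagent added for 30–60 minutes at room temperature; luminescence read, quantitative HTS format.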
KB-3-1 tox: kills parental KB-3-1 adenocarcinoma cells; KB-3-1 viability, CellTiter-Glo ATP luminescence, 72 h; Potency, µM (series often up to 46.1 µM), for inactives: at the highest dose activity change, negative = cytotoxic, most hits filed as cytotoxic; actives 1.4% (n = 400,000); further: potency means the concentration at half of the fitted maximal effect; on the % scale 0 is the no-effect control and ±100 the full control effect; nearly all actives have a fitted effect of over 60% in size
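Multi-concentration cytotoxicity screen in KB-3-1 cells grown in DMEM lacking phenol red with 10% FBS. After 72 h at 37 °C with compound, ATP-dependent luminescence was recorded.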
SW480 rerep: DNA re-replication induction in SW480 cells; actives 1.8% (n = 340,000); SW480 DNA re-replication, Hoechst DNA content imaging, 48 h; Potency, µM (doses to about 46.1 µM), for the others: at the highest dose re-replication activation, usual class: activators; further: potency means the concentration at half of the fitted maximal effect; % of control where 0% means no effect; nearly all actives have a fitted effect of over 55% in size
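250 cells/well; 23 nL cpd via pin tool; 48 hr, 37 C, 5% CO2; Hoechst 40 min; imager read of total nuclear intensity, ex 405/em 500-530 nm.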
KB-V1 MDR tox: kills drug-selected multidrug resistant KB-V1 cells; KB-V1 MDR cells viability, CellTiter-Glo, 72 h; Potency, µM (top dose mostly 46.1 µM), inactives show at the top dose activity change, negative = cytotoxicity, actives largely listed as cytotoxic; actives 3.4% (n = 400,000); AID 1347076; further: potency means the concentration at half of the fitted maximal effect; on the % scale 0 is the no-effect control and ±100 the full control effect; nearly all actives have a fitted effect of over 60% in size
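Cytotoxicity via CellTiter-Glo luminescence after 72 h compound exposure at 37 degrees C. Cells: drug-selected KB-V1 line, DMEM phenol-red free plus 10% FBS. Compounds tested at multiple concentrations; normalized data fitted to concentration-effect curves.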
Starred values were filed as active, the others as inactive; ? = inconclusive; · = no result given; [ ] = dose if it differs, or a comment. Unless noted, the call rests on the fitted dose curve; in most records, active means well fitted curve in the direction sought with a large enough effect; inconclusive means small, poorly fitted or top-dose-only effect, or another doubt; inactive means no such curve, though single readings can be large; an effect the other way counts as inactive or inconclusive.

SMILES | HT1080 IDH1KD tx | HT1080NT lethal | IL1B secr inh | GLP-1R agonist | DRD3 agonist | D3 antag | KB-3-1 tox | SW480 rerep | KB-V1 MDR tox
COc1cc(CC(=O)OCC(=O)Nc2ccc(Cl)c(S(=O)(=O)N(C)C)c2)cc(OC)c1OC | -2% | -3% | 12 | 9% | 5 | 18 | 4% | ? | 23%
Nc1nonc1NC(=O)CSc1nc2ccccc2s1 | 8% | 0% | 12 | -1% | 10 | 45 | 6% | -8% | 0%
CN1CCN(C(=O)CCCN2C(=O)/C(=C/c3cccc(Br)c3)SC2=S)CC1 | 18µM* | ? | -100* | -6% | -15 | -22 | ? | ? | ?
N=C1SCC(=O)N1/N=C/c1ccccc1 | 16% | 12% | -16 | 3% | 0 | -16 | 7.3µM* | ? | 6.5µM*
Cc1ccc(-c2ccc(/C=N/N3C(=O)C4C5C=CC(CC5)C4C3=O)o2)c([N+](=O)[O-])c1 (stereo not drawn) | 10% | -21% | -24 | 5% | -25 | ? | 22% | ? | ?
Cc1ccc(NC(=O)CCNC(=O)c2ccc([N+](=O)[O-])cc2)cc1S(=O)(=O)N(C)C | -8% | -5% | 3 | 4% | 2 | 9 | -18% | 8% | 3%
O=C(C1CC(=O)N(c2ccc(F)cc2)C1)N1CCN(c2ccc(F)cc2)CC1 (stereo not drawn) | 1% | 6% | -4 | -5% | 3 | 4 | 8% | -2% | ?
Cn1c(=O)n(C)c2cc3[nH]cnc3cc21 | 21% | 21% | -22 | 0% | 9 | 1 | 4% | -2% | 22%
COc1ccc(-c2csc(Nc3ccc(S(=O)(=O)Nc4cc(C)on4)cc3)n2)cc1 | -24% | -12% | 0 | -1% | -1 | -7 | -2% | -3% | -16%
CC1(C)OCC(COC(=O)Nc2cccnc2)([N+](=O)[O-])CO1 | 13% | 16% | 12 | 7% | -8 | -17 | 7% | 0% | -7%
O=C(c1ccccc1)c1cnc(Nc2ccccc2Cl)s1 | -15% | -3% | -58* | 5% | -3 | 16 | -4% | 22% | 13µM*
CC(C)c1ccc(NC(=O)Cc2c(C(=O)O)n(C)c3ccccc23)cc1 | -5% | -3% | 11 | 1% | 5 | 20 | 10% | -2% | 0%
Cc1ccc(CCNC(=O)c2ccc(CS(=O)(=O)c3ccccc3C)o2)cc1 | 3% | 12% | 0 | 5% | -6 | -10 | -9% | -3% | 5%
O=C(c1ccccc1)N1CCC(=O)N1c1ccccc1 | 3% | 5% | 0 | -6% | 3 | 3 | 8% | -6% | -6%
O=C1c2ccccc2CCC12OC2c1ccncc1 (stereo not drawn) | -15% | 2% | -20 | 7% | -12 | -17 | 5% | · | -5%
Nc1[nH]c(C(=O)c2ccccc2)c(-c2ccc(Cl)cc2)c1C(=O)NCc1ccco1 | -5% | -24% | -17 | 5% | -15 | -5 | 11% | · | ?
Cc1cc(C)c(C#N)c(SC(C(=O)NC(C)(C)C)c2ccccc2)n1 (stereo not drawn) | 3% | 5% | 18 | 8% | -2 | -14 | -4% | -4% | -10%
Cc1ccc(C(=O)Nc2ccc(S(=O)(=O)N3CCCC3)cc2)cc1 | -4% | -13% | -23 | 9% | -5 | 4 | -17% | 3% | ?
COc1cccc2c1C(=N)c1c(O)c3c(c(O)c1C2=O)CC(O)(C(C)=O)CC3OC1CC(N)C(O)C(C)O1 (stereo not drawn) | 21µM* | 21µM* | -102* | -16% | -12 | ? | ? | ? | ?
COc1ccc(C(=O)/C(=C/O)N=Nc2ccc(F)cc2)cc1 | ? | ? | -99* | 8% | 5 | -20 | -18% | ? | -4%
CCC(=O)c1ccc(OCc2ccc(C(=O)OC)cc2)c(OC)c1 | 0% | 5% | -14 | 10% | 3 | 0 | 6% | -5% | ?
COc1ccc(CCC(=O)NNC(=O)c2ccccn2)cc1OC | -16% | -13% | 5 | -6% | -25 | ? | -1% | ? | ?
O=C(CSc1nnc(-c2ccccc2Br)o1)N1CCc2ccccc2C1 | 9%[9.24 µM] | -27% | -60* | ? | -1 | -14 | -2% | 15% | -3%
COc1ccc(C2=CC(c3cccc(OC)c3)n3nnnc3N2)cc1 (stereo not drawn) | 9% | 0% | -4 | 7% | 3 | 14 | -11% | 8% | -20%
O=C(NCc1ccc(F)cc1)C(=O)NCC1OCCN1C(=O)c1ccc(Cl)cc1 (stereo not drawn) | -6% | 1% | -9 | -1% | 4 | 7 | 7% | 8% | 12%

Nothing new here: an excerpt of the list.
SMILES | HT1080 IDH1KD tx | HT1080NT lethal | IL1B secr inh | GLP-1R agonist | DRD3 agonist | D3 antag | KB-3-1 tox | SW480 rerep | KB-V1 MDR tox
O=C(CSc1nnc(-c2ccccc2Br)o1)N1CCc2ccccc2C1 | 9%[9.24 µM] | -27% | -60* | ? | -1 | -14 | -2% | 15% | -3%
COc1ccc(C2=CC(c3cccc(OC)c3)n3nnnc3N2)cc1 (stereo not drawn) | 9% | 0% | -4 | 7% | 3 | 14 | -11% | 8% | -20%
O=C(NCc1ccc(F)cc1)C(=O)NCC1OCCN1C(=O)c1ccc(Cl)cc1 (stereo not drawn) | -6% | 1% | -9 | -1% | 4 | 7 | 7% | 8% | 12%

Following part:
SMILES | HT1080 IDH1KD tx | HT1080NT lethal | IL1B secr inh | GLP-1R agonist | DRD3 agonist | D3 antag | KB-3-1 tox | SW480 rerep | KB-V1 MDR tox
COC(=O)c1ccc(/C=N/OCC(=O)Nc2cc(F)ccc2F)cc1 | ? | 1% | 29 | 5% | 12 | 3 | -5% | 14% | 0%
COc1ccc(OCCC(=O)Nc2ccc(S(N)(=O)=O)cc2)cc1 | 7% | 5% | -3 | 0% | 5 | 9 | 8% | 6% | 21%
Cc1ccc(CNC(=O)C2CCC(=O)N(CCc3ccc(Cl)cc3)C2)cc1 (stereo not drawn) | 4% | 5% | -6 | 12% | 2 | 13 | -3% | -5% | ?
COc1ccc(OCC(=O)Nc2ccc(S(=O)(=O)N3CCCCCC3)cc2)cc1 | -3% | -1% | 19 | 0% | 4 | 8 | 0% | -2% | 2%
COc1cccc(/C=N/NC(N)=S)c1OCc1ccccc1Cl | ? | 0% | -14 | 10% | -5 | -22 | -2% | 7% | -6%
CCN(CC)CCN1CNC(=S)NC1 | -2% | -1% | 6 | -2% | -9 | -13 | 1% | · | 20%
CC(NC(=O)[C@H](C)NC(=O)N1CCn2c1nc1ccccc12)c1ccccc1 (stereo partly drawn) | 1% | -2% | -22 | -1% | 6 | 2 | -8% | 1% | -1%
COc1ccc(CNC(=O)COc2ccc(S(=O)(=O)N3CCOCC3)cc2)cc1 | -8% | -3% | -5 | 8% | -16 | -12 | -5% | 3% | 0%
CCCN(CCC)S(=O)(=O)c1ccc(C(=O)NCc2ccc3c(c2)OCO3)cc1 | 5% | -12% | -28 | 6% | 2 | 16 | 21% | -9% | 11%
CCn1c(SCC(=O)c2cc(C)n(C)c2C)nnc1-c1ccccc1 | -9% | -7% | -12 | -6% | 4 | 3 | -3% | ? | -8%
Cc1ccc(C2C=C(c3ccccc3OC(F)F)Nc3ncnn32)cc1 (stereo not drawn) | 5% | -2% | -3 | 16% | 0 | 6 | ? | -206%[inhibitor] | 21µM*
CCC(C)NC(=O)COc1ccc(OCc2ccccc2)cc1 (stereo not drawn) | 14% | 9% | 19 | -9% | 2 | -2 | 3% | -9% | 1%
Cc1ccccc1C(=O)N1CCN=C1SCc1ccc([N+](=O)[O-])cc1 | -17% | 1% | -77* | 15% | 2 | -13 | 6% | -7% | ?
Cc1ccc(N2C(=O)CC(n3nc(C)cc3C)C2=O)cc1 (stereo not drawn) | -3% | -11%[9.24 µM] | 0 | 2% | -33 | -9 | -9% | 3% | 20%
CCOc1ccc(CN2CCN(C/C=C/c3ccc(OC)cc3)CC2CCO)cc1 (stereo not drawn) | -19% | -8% | 0 | 7% | 1 | 11 | -18% | -9% | ?
CCOC(=O)N(C)C[C@H]1OCc2cnnn2CCCC(=O)N([C@@H](C)CO)C[C@@H]1C | 8% | 11% | 33 | -1% | -5 | 2 | -3% | · | -10%
CCC(C)(C)C(=O)Nc1ccc(OC)cc1[N+](=O)[O-] | 1% | 3%[9.24 µM] | -17 | 3% | -4 | 14 | 3% | -3% | 0%
O=C(COc1ccccc1)NCC(=O)N/N=C/C=C/c1ccccc1 | -26% | -28% | 6 | -1% | 3 | 8 | 3% | 1% | 24%
CC[C@@H](C(=O)n1nc(C)cc1C)[C@H](NS(=O)(=O)c1ccc(C)cc1)c1ccccc1 | -30% | -25% | 5 | -13% | 1 | 21 | -6% | 4% | ?
O=C(Nc1cccc(C(F)(F)F)c1)n1cc(-c2ccccn2)c(N2CCOCC2)n1 | ? | ? | 42 | 2% | 0 | 12 | 14% | -8% | -3%
CC(C)N(CCNC(=O)C1CCN(S(=O)(=O)N2CCOCC2)CC1)Cc1ccccc1 | 9% | 1% | -5 | -14% | 3 | -18 | 4% | -5% | -9%
CCC(=O)c1ccc(OC(=O)/C=C/c2cc(OC)c(OC)c(OC)c2)cc1 | 13% | 14% | 1 | 11% | 7 | 0 | 2% | -7% | ?
CC(=O)Cn1ncc(N2CCCCC2)c(Cl)c1=O | -3% | 0% | -2 | 3% | 0 | -2 | 3% | ? | -12%
COCc1c(C(=O)NCc2ccccc2CN2CCCC2)oc2ccccc12 | -2% | -5% | -12 | -9% | -20 | ? | -14% | -5% | -17%
CC(=O)c1ccc(NC(=O)C(C)Sc2nnc(C3CC3)n2C2CC2)cc1 (stereo not drawn) | -1% | -6% | -8 | 5% | -13 | 4 | · | -6% | ·
Cc1ccccc1-c1cccc([C@@H]2C[C@H]3[C@H](CON3C)CN2C(=O)C(C)(C)C)c1 | 3% | 10% | -15 | 4% | -5 | ? | 0% | -14% | 0%
O=C1c2cccnc2C(O)N1Cc1ccco1 (stereo not drawn) | 1% | 3% | 0 | 0% | 2 | -5 | -4% | -7% | 4%
Cc1ccccc1-c1noc(-c2ccccc2F)n1 | 4% | 9% | 37 | -5% | -12 | 6 | -15% | -21% | 11%
